# Screening results: PubChem BioAssay, National Center for Advancing Translational Sciences (NCATS)
# Tb PFK inh – T. brucei PFK enzyme inhibition | Potency, µM (titrated, usually from 57.5 µM), for inactives: at the highest dose activity, negative = inhibition, hits mostly inhibitors | AID 485367 | T. brucei PFK, ADP-Glo luminescence | 330,000 tested, 0.17% active;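 also: potency is read from the fitted curve at half-maximal effect; 0% = uninhibited 1x PFK enzyme wells and -100% = no-enzyme wells; nearly all actives have a fitted effect of over 60% in size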
#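 ADP-Glo luminescence quantified ADP after 45 min at room temperature, with 1.25 nM T. brucei PFK, 0.1 mM ATP and 0.5 mM fructose-6-phosphate in pH 8.0 TEA buffer. qHTS titrations up to 57 µM; curves classified by quality.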
# Mito fusion act – inhibitors of mitochondrial division or activators of mitochondrial fusion. AID 485298. 320,000 tested, 0.23% active. Potency, µM (titrated, usually from 46.1 µM), without a hit: at the highest dose growth rescue (activation), actives largely listed as activators. S. cerevisiae fusion-defective mutant growth rescue, CellTiterGlo 48 h;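 also: potency is read from the fitted curve at half-maximal effect; % of control where 0% means no effect; nearly all actives have a fitted effect of over 45% in size; temperature-sensitive fusion mutants such as fzo1-1 at 37 °C on non-fermentable ethanol glycerol medium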
#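 Luminescent cell viability in 1536-well qHTS format served as the measure of rescued growth in ts fusion-mutant S. cerevisiae cultured on non-fermentable YPEG for 48 hours at 37C.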
# USP2a block – USP2a (human) protease inhibition. USP2 core, Ub-CHOP2 coupled fluorogenic reporter, 485/531. Potency, µM (highest dose often 38.3 µM), inactives show at the highest dose activity change, negative = inhibition, actives largely listed as inhibitors. 330,000 tested, 0.01% active. AID 463254;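 also: potency is read from the fitted curve at half-maximal effect; plate controls were DMSO wells for no effect and full inhibition by NEM control for full effect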
#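 USP2 core (10nM final) preincubated 30min RT with compound in 20mM Tris-HCl pH 8.0, 2mM CaCl2, 2mM beta-mercaptoethanol, 0.05% CHAPS; 25nM Ub-CHOP2 plus 25nM reporter substrate added, fluorescence (Ex485/Em531) read after 60min.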
# Chronic BCR inh – inhibitors of chronic active B-cell receptor signaling; 340,000 tested, 0.05% active; Potency, µM (series often up to 46.1 µM), inactives show top-dose ratio change, negative = lower green/red ratio, most hits filed as inhibitors; AID 493014; ABC-DLBCL IkBa-CBG/CBR reporter, luminescence ratio, 4 h; active = well fitted inhibition curve with a large enough effect in the signal ratio, with a control signal flat, not every such curve was filed as active; inconclusive = small, poorly fitted or top-dose-only effect, or effect the other way, or a change in a side signal; the % refers to the signal ratio;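 also: potency is read from the fitted curve at half-maximal effect; plate controls were basal doxycycline-induced cells for no effect and cells given 10 µM MG132 for full effect; MG132 reads +100%, hits lower the ratio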
#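 Concentration-response series (up to 46 uM) were applied to TMD8 dual-reporter cells for 4 h at 37C with doxycycline. Green/red ratio, after filter-overlap correction, defined %Activity; red signal alone was normalised to basal cells and zero luminescence.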
# TCR activator – T cell receptor activation. primary human leukocytes, anti-CD3, IL-2 HTRF, 48 h. Potency, µM (highest dose often 9.22 µM), inactives show at the top dose activation of IL-2 secretion, hits mostly activators. 330,000 tested, under 10 active. AID 504894; also: % of control where 0% means no effect
#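 TCR engagement came from a-CD3 beads alone, with compounds added to primary human leukocytes for 48 hr. Secreted IL-2 bridged europium cryptate- and d2-labelled anti-IL-2 antibodies, giving FRET emission at 665nm after 320nm excitation.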
# TSG101-PTAP inh – blocks PTAP/TSG101 interaction to inhibit HIV-1 budding; Q99816; Fluorescence polarization, FITC-PTAP peptide / Tsg101 binding; Potency, µM (titrated, usually from 115 µM), without a hit: at the highest dose activity change, negative = inhibition, usual class: inhibitors; 340,000 tested, under 10 active; AID 493005; active = well fitted inhibition curve with a large enough effect in the main read-out, with a control signal flat, not every such curve was filed as active; inconclusive = small, poorly fitted or top-dose-only effect, or effect the other way, or a change in a side signal; inactive = no such curve, though single readings can be large or run the other way; also: potency is read from the fitted curve at half-maximal effect; % of control where 0% means no effect
#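 Compounds were pin-transferred onto Tsg101 binding domain (10 uM final) in HEPES pH 7.5 buffer, then FITC-PTAP peptide was added at 50 nM final. After 20 min at RT, polarization reported peptide displacement across a qHTS concentration series.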
# ELG1 DNA repair – ELG1-dependent DNA repair inhibition; 330,000 tested, 2.3% active; AID 504467; HEK293T ELG1-luciferase reporter, luminescence, 16 h; DNA damage induced by 5-fluorouridine; Potency, µM (highest dose often 46.1 µM), for inactives: at the highest dose activity change, negative = inhibition, usual class: inhibitors; also: potency is read from the fitted curve at half-maximal effect; % is scaled to controls: 0 for no effect and ±100 for the full control effect; nearly all actives have a fitted effect of over 55% in size
#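 HEK293T cells expressing luciferase-tagged ELG1 (2,000/well) received 5-Fluorouridine plus compound or DMSO for 16 hr at 37 °C. Luciferase was read by ONE-Glo luminescence after 30 min at room temperature.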
# B2AR arrestin – beta2AR (human) beta-arrestin recruitment activity | Potency, µM (titrated, usually from 46.1 µM), without a hit: at the top dose activation, actives largely listed as activators | AID 492947 | 330,000 tested, 0.02% active | beta-arrestin recruitment to beta2AR, cell-based reporter;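 also: potency is read from the fitted curve at half-maximal effect; 0% = DMSO controls and full agonism = EC100 isoproterenol or metaproterenol; nearly all actives have a fitted effect of over 65% in size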
# Target sequence (P07550 whole entry, looked up): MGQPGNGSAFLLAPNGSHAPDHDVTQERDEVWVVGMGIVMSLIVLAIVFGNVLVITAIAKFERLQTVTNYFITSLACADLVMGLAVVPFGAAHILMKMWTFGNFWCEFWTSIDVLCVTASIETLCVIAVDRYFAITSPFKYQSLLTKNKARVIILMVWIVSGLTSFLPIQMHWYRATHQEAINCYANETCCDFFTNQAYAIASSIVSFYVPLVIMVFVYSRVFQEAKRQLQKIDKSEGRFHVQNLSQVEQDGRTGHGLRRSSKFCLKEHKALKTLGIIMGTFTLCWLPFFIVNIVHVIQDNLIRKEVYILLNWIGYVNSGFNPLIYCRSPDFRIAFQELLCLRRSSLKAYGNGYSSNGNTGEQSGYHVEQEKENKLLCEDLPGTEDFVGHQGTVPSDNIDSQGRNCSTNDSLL
# TSHR antagonist – antagonists of human thyroid stimulating hormone receptor | TSHR-expressing cells, TSH-stimulated cAMP HTRF, 2 h; stronger effect = lower value | activity change, negative = inhibition, % at 11.5 µM | 330,000 tested, 0.2% active | AID 504810;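 active = activity change below a set negative limit, meaning inhibition stronger than a set level, cut at about -70% in these data; inconclusive = activity change between two set negative limits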; also: % is scaled to controls: 0 for no effect and ±100 for the full control effect
#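 Antagonism was scored as loss of TSH-driven cAMP in TSHR cells, stimulated with 4nM TSH (EC80) for 2 hours at 37 deg C and detected by homogeneous HTRF competition immunoassay.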
# uPA generation – inhibitors of cell surface uPA generation | 330,000 tested, 0.31% active | cell surface uPA generation assay, qHTS | Potency, µM (series often up to 38.3 µM), inactives show top-dose activity change, negative = inhibition, actives largely listed as inhibitors; active = well fitted inhibition curve with a large enough effect; inconclusive = small, poorly fitted or top-dose-only effect; inactive = no such curve, though single readings can be large or run the other way; tested in mouse RAW 264.7 cells; also: potency is read from the fitted curve at half-maximal effect; % is scaled to controls: 0 for no effect and ±100 for the full control effect; nearly all actives have a fitted effect of over 55% in size
# Eya2 phos inh – blocks the phosphatase activity of human Eya2; O00167; recombinant Eya2, OMFP fluorescence dephosphorylation (OMFP is methylfluorescein phosphate); Potency, µM (series often up to 76.9 µM), without a hit: top-dose activity, negative = inhibition, most hits filed as inhibitors; 330,000 tested, 0.006% active; AID 488837; also: potency is read from the fitted curve at half-maximal effect; % is scaled to controls: 0 for no effect and ±100 for the full control effect
# Target sequence (O00167 whole entry, looked up): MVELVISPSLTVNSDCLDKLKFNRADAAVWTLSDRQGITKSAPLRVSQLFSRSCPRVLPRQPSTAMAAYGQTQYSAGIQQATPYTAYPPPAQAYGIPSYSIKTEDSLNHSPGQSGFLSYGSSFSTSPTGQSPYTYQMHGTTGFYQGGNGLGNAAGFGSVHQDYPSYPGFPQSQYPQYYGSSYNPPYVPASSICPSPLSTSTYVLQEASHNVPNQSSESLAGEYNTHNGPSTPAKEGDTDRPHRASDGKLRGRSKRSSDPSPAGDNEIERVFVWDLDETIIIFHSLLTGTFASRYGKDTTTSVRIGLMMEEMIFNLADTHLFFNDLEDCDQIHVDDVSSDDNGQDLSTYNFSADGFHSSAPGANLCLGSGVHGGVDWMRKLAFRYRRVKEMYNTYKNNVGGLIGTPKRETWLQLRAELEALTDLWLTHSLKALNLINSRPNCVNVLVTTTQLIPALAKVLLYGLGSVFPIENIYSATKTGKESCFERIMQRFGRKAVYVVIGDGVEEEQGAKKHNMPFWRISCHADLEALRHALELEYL
#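 Eya2 protein (added as 0.2 uM solution) was preincubated with compound for 10 min at ambient temperature in 50 mM HEPES pH 7.5, 50 mM NaCl, 5 uM MgCl2, 0.05% BSA, 1 mM DTT. OMFP (added at 50 uM) then reacted 10 min; fluorescence read at 485/525 nm.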
# Numbers without * were called inactive; ? = inconclusive; . = no result given; [ ] = dose if it differs, or a comment. Unless noted, calls follow the shape of the dose curve; as a rule, active = well fitted curve in the direction sought with a large enough effect; inconclusive = small, poorly fitted or top-dose-only effect, or another doubt; inactive = no such curve, though single readings can be large; an effect the other way counts as inactive or inconclusive. Outcome played no part in choosing rows; 3% or so of the library scored in one or more.
SMILES,Tb PFK inh,Mito fusion act,USP2a block,Chronic BCR inh,TCR activator,TSG101-PTAP inh,ELG1 DNA repair,B2AR arrestin,TSHR antagonist,uPA generation,Eya2 phos inh
C[C@@H](C(=O)NCCc1ccccc1)N1C(=O)N2CCc3c([nH]c4ccccc34)[C@@]2(C)C1=O,-1%,-4%,-15%,2%,7%,-5%,4%,0.1%,33,-8%,-2%
CCN1C(=O)[C@@H]2[C@H](C1=O)[C@@H]1C(=O)Nc3ccccc3C(=O)N1[C@@H]2c1cccc(C)c1,-6%,-5%,-1%,-1%,5%,-4%,0%,4.9%,0,10%,17%
COc1ccc(C(=S)NCS(=O)(=O)c2ccc(C)cc2)cc1,21µM*,0%,3%,?,-3%[46.1 µM],-2%,-8%,-0.5%,1,3%,-1%
CCOC(=O)[C@@H]1[C@H]2COc3ccccc3[C@H]2N2C(=O)N(c3ccc(Cl)cc3)C(=O)[C@]12C,1%,-19%,3%,?,-2%,0%,2%,-0.9%,-3,6%,4%
COCCn1c(Cc2ccccc2)nnc1SCC(=O)Nc1ccccc1,1%,4%,-1%,7%,.,-3%,3%,-0.6%,2,-4%,-7%
COC(=O)C1=C(C)NC2=C(C(=O)CCC2)C1c1ccc(-c2ccsc2C(=O)OC)o1 (stereo unspecified),2%,3%,3%,15%,4%,0%,-13%,0.0%,-6,-22%,-26%
Cc1ccc(S(=O)(=O)NNC(=S)Nc2cccc(F)c2)cc1,-1%,-3%,4%,5%,-1%,-7%,?,0.2%,-6,-3%,2%
C[C@H](NC(=O)c1ccco1)C(=O)Nc1ccc(S(=O)(=O)N2CCCC2)cc1,2%,0%,2%,-4%,-1%,0%,-2%,0.3%,2,-3%,-12%
O=C(NCCc1ccccc1)C1CCN(C(=O)c2ccc(F)cc2)CC1,3%,1%,4%,0%,2%,-4%,16%,-0.8%,-9,10%,-29%
COc1ccccc1CNC(=O)C1CC(c2ccccc2F)=NO1 (stereo unspecified),2%,8%,11%,-15%,-1%,1%,?,-0.2%,6,0%,-11%
CCc1nnc(NC(=O)c2cc(Cl)ccn2)s1,10%,1%,-1%,?,-2%,-4%,?,-0.5%,-8,-5%,0%
Cn1cc(C(=O)c2ccc(Cl)cc2Cl)cc1C=O,1%,2%,-1%,?,5%,0%,?,-0.3%,-12,0%,6%
C=CCOC(=O)C(C#N)c1nc2ccccc2nc1N1CCN(Cc2ccc3c(c2)OCO3)CC1 (stereo unspecified),0%,21%,2%,?,10%,-12%,16µM*,-0.8%,1,-2%,5%
O=C(C1CC1)N1N=C(c2ccc(F)cc2)CC1(O)C(F)(F)F (stereo unspecified),3%,-7%,1%,?,.,0%,?,-0.1%,-5,2%,0%
CCOC(=S)SCC(=O)Nc1nccs1,4%,2%,-7%,?,.,0%,4%,-0.4%,13,-7%,-18%
O=C(Nc1cc(S(=O)(=O)N2CCOCC2)ccc1N1CCCC1)C1CC1,1%,0%,0%,6%,-5%,-1%,-3%,0.2%,0,-1%,-2%
CC(=O)c1sc(NC(=O)COc2ccccc2)nc1C,-1%,-8%,0%,?,6%,-1%,?,-0.9%,-22,1%,-11%
CCN(CC)S(=O)(=O)c1cc(C(=O)Nc2ccc(Cl)cn2)ccc1C,3%,-13%,1%,?,-5%,-4%,?,-0.1%,-20,-10%,-3%
CC1CC(C)CN(C(=O)CN2CCN(Cc3ccc(Cl)cc3)C2=O)C1 (stereo unspecified),-2%,1%,-1%,?,.,-5%,-16%,-0.2%,14,1%,-19%
COCCc1ncc(CN2CCC(C(=O)Nc3cccc(-c4cscn4)c3)CC2)cn1,-1%,-9%,1%,-6%,-1%,0%,?,-0.6%,13,-15%,1%
COc1ccc(C(=O)c2c(N)sc3c2CCN(C)C3)cc1,2%,-2%,4%,?,-3%,-5%,-17%,0.4%,3,1%,10%
Cc1cc(NS(=O)(=O)c2ccc(NC(=O)CSc3nnc(-c4ccco4)n3C)cc2)nc(C)n1,-2%,0%,0%,1%,4%[46.1 µM],-3%,7%,0.3%,3,1%,-5%
COCc1c(C(=O)N/N=C(/C)c2cccs2)nnn1-c1nonc1N,7%,1%,2%,13%,-4%,-3%,11%,-0.9%,0,-2%,8%
CCCC[n+]1ccn(-c2nc3ccccc3nc2[N-]S(=O)(=O)c2ccc(Br)cc2)c1,-4%,-2%,0%,?,-1%,-4%,?,0.5%,2,-3%,-17%
CCc1ccc(OCC(=O)NCCOc2ccccc2)cc1,1%,2%,-2%,?,0%,-1%,?,0.3%,-5,.,0%
SMILES,Tb PFK inh,Mito fusion act,USP2a block,Chronic BCR inh,TCR activator,TSG101-PTAP inh,ELG1 DNA repair,B2AR arrestin,TSHR antagonist,uPA generation,Eya2 phos inh
Cc1cc(=O)oc2cc(NC(=O)c3cccc(S(=O)(=O)N(C)C)c3)ccc12,5%,-2%,0%,4%,-5%,-3%,?,-0.4%,-9,-9%,-9%
COc1ccc(S(=O)(=O)NC(C)c2ccccc2)cc1C(=O)N1CCCCC1 (stereo unspecified),0%,-2%,0%,6%,10%,-1%,?,-0.9%,19,1%,0%
CCSc1nc2ccccc2n1C(=O)/C=C\c1ccc(OC)c(OC)c1,2%,-2%,3%,-17%,-2%,0%,?,-0.3%,-4,-12%,-3%
CCOC(=O)c1sc(NC(=O)CSc2nc3cccnc3n2C)nc1C,0%,-7%,2%,?,1%,1%,?,0.2%,-5,-7%,0%
Cn1c(SCc2ccccc2)nc2ccsc2c1=O,-1%,-2%,1%,?,1%,0%,?,-0.4%,-21,2%,0%
CCOc1ncccc1C(=O)OCc1ccc(C(=O)OC)o1,-6%,3%,-5%,?,-2%,1%,13%,0.2%,-1,-5%,-9%
CCOc1ccc(NS(=O)(=O)c2ccc3c(c2)N(C(C)=O)CCO3)cc1,-6%,?,0%,-1%,1%,2%,-6%,0.0%,6,-3%,-8%
CC(C(=O)Nc1cc([N+](=O)[O-])ccc1Cl)N1CCN(c2ccc(O)cc2)CC1 (stereo unspecified),-10%,3%,2%,-23%,1%[46.1 µM],-2%,-10%,0.3%,-9,-2%,2%
CC(C)CSc1nnc(N)s1,1%,4%,3%,10%,8%,-5%,2%,-0.5%,-2,5%,15%
O=C(C[C@H]1C/C=C\C[C@@H](Cc2ccc(F)cc2)C(=O)O[C@@H](c2ccccc2)CNC1=O)N[C@@H](CO)Cc1ccccc1,5%,.,-1%,?,1%,-6%,0%,-0.2%,5,-8%,5%
Clc1ccc(-c2cc3ccccc3nc2N2CCCC2)cc1,-8%,27%,2%,-1%,2%,1%,3%,0.0%,-10,9%,17%

# A different layout for some results above.
# Each structure is followed by: Tb PFK inh, Mito fusion act, USP2a block, Chronic BCR inh, TCR activator, TSG101-PTAP inh, ELG1 DNA repair, B2AR arrestin, TSHR antagonist, uPA generation, Eya2 phos inh
Cn1c(SCc2ccccc2)nc2ccsc2c1=O
    -1%, -2%, 1%, ?, 1%, 0%, ?, -0.4%, -21, 2%, 0%
CCOc1ncccc1C(=O)OCc1ccc(C(=O)OC)o1
    -6%, 3%, -5%, ?, -2%, 1%, 13%, 0.2%, -1, -5%, -9%

# Just Eya2 phos inh and Chronic BCR inh, for some of the entries so far:
SMILES | Eya2 phos inh | Chronic BCR inh
Cn1c(SCc2ccccc2)nc2ccsc2c1=O | 0% | ?
O=C(C[C@H]1C/C=C\C[C@@H](Cc2ccc(F)cc2)C(=O)O[C@@H](c2ccccc2)CNC1=O)N[C@@H](CO)Cc1ccccc1 | 5% | ?
Cc1cc(=O)oc2cc(NC(=O)c3cccc(S(=O)(=O)N(C)C)c3)ccc12 | -9% | 4%
Clc1ccc(-c2cc3ccccc3nc2N2CCCC2)cc1 | 17% | -1%
CCSc1nc2ccccc2n1C(=O)/C=C\c1ccc(OC)c(OC)c1 | -3% | -17%
